From PubChem
ERp5 inh: inhibitors of human ERp5; ERp5 insulin aggregation, absorbance 650 nm, 90 min; inhibition, % at 9.99 µM; hit rate 0.05% among 350,000; AID 651711;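 active = mean replicate inhibition above about 25%, with every replicate also reaching it, limit read from the data, passing the limit was not always enough; inconclusive = only one of those two criteria met; inactive = neither criterion met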
PglD DTNB: PglD (C. jejuni) enzyme inhibition; purified PglD enzyme, DTNB colorimetric CoA detection; inhibition, % at 12.5 µM; hit rate 0.098% among 360,000; AID 602405; in the data active = inhibition above about 16%, passing the limit was not always enough; inconclusive = no clear call, values can overlap the other calls; note: strong numbers were not always called active
ARNT TACC3 PPI: disruptors of human ARNT/TACC3 interaction; AlphaScreen His-ARNT PAS-B/GST-TACC3 binding, luminescence; TACC3 fragment carries E629A point mutation; hit rate 0.66% among 390,000; inhibition, % at 9.99 µM; Q9Y6A5; AID 623870;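 active = mean inhibition of replicates at least 50% and at least half of replicates each reaching 50%; inconclusive = half or more replicates reach 50% but mean below 50%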;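 note: 0% = complete ARNT plus TACC3 wells and 100% = ARNT alone without TACC3; many hits fall short of the cut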
CASP6 VEID inh: blocks human caspase-6 cleavage activity; hit rate 0.53% among 350,000; inhibition, % at 12.5 µM; purified caspase-6, Z-VEID-R110 cleavage fluorescence; P55212;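 active = mean inhibition across replicates at least about 35%, with every replicate also reaching that limit, limit read from the data; inconclusive = only one of the two criteria met; inactive = neither criterion met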;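 note: 0% = median of neutral control wells and 100% = no fluorescence left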
Target sequence (P55212 24-179 limits assumed): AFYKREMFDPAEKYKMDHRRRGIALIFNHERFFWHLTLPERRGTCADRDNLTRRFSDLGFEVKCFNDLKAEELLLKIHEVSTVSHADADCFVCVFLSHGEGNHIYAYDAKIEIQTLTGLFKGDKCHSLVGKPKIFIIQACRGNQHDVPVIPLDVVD
Target sequence (P55212 194-293 limits assumed): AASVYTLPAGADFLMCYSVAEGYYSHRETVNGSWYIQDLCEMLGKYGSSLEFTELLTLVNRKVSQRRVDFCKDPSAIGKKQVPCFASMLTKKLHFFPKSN
E-selectin induc: E-selectin induction on HUVECs. P16581. HUVEC E-selectin immunofluorescence imaging; normalized: neutral wells 0, TNF-alpha wells 100. activation, % at 7.58 µM. hit rate 0.37% among 260,000. AID 686992;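 active = mean E-selectin-positive cell signal at least 10% of the positive control, reached in at least 60% of replicates, without over 20% cell loss; inconclusive = no rule given, readout overlaps actives, possibly toxicity-flagged; inactive = the rest, including those meeting only one limit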;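 note: in these data hits start at about 27%; measured in HUVEC primary endothelial cells; signal is the percent of cells scored E-selectin positive by PE staining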
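System: HUVEC / Compound: single concentration / Signal: immunofluorescence imaging / Read-out: percent E-selectin-positive cells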
esBAF inh: SWI/SNF esBAF complex inhibition. mouse ES cells, Bmi1-luciferase knock-in reporter, 24 h; 100% = twice the neutral-well signal. reporter increase, % at 12.5 µM. hit rate 2% among 350,000; in the data active = activation above about 40%; inconclusive = no clear call, values can overlap the other calls;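 note: 0% = median of the plate's neutral control wells and 100% = double that signal; a rise in the Bmi1 reporter signal indicates esBAF inhibition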
RAD54 branch: blocks human RAD54 Holliday junction branch migration; Q92698; FAM/BHQ fluorescence; inhibition, % at 10.4 µM; hit rate 0.14% among 360,000;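 active = mean normalized replicate activity at least 40 and at least half of replicates scoring 40 or more; inconclusive = only one of the two criteria met; inactive = mean below 40 and under half of replicates reaching 40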;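 note: 0% = median of neutral control wells and 100% = median of positive control wells; inhibitors cause a drop in the FAM fluorescence signal; in these data hits start at about 50%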
Target sequence (Q92698 whole entry, looked up): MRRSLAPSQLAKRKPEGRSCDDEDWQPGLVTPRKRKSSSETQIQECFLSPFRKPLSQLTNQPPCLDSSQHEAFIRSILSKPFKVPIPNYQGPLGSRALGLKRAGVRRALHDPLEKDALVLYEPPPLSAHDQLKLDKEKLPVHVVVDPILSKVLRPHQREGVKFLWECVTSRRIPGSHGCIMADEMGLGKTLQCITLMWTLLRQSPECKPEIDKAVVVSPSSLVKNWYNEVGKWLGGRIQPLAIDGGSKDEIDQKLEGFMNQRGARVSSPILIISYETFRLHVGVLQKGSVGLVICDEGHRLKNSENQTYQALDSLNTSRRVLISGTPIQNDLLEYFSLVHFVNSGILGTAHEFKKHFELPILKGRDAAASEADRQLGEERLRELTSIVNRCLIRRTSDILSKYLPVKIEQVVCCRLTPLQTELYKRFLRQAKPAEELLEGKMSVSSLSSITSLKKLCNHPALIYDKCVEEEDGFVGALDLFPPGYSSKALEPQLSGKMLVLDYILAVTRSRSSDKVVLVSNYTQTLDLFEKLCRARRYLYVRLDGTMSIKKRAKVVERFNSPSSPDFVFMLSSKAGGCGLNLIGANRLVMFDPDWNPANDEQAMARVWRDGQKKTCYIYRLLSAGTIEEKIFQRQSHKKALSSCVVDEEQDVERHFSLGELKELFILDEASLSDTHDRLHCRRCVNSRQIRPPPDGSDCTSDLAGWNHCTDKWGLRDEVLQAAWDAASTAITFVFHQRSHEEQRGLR
RAD52 inh: inhibitors of human RAD52 DNA annealing. recombinant RAD52 DNA annealing, FRET fluorescence. inhibition, % at 18.7 µM. hit rate 0.46% among 360,000. AID 651710;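 active = every replicate showing at least 50% inhibition; inconclusive = mean inhibition at least 50% but not in every replicate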
* hit, by the source's call; ? = inconclusive; · = no result given; & = joins results of further samples.

Under each structure – ERp5 inh	PglD DTNB	ARNT TACC3 PPI	CASP6 VEID inh	E-selectin induc	esBAF inh	RAD54 branch	RAD52 inh
1) CCCNC(=O)N1C[C@@H](C)[C@@H](OC)CN(C)C(=O)c2cc(NS(=O)(=O)CC)ccc2OC[C@H]1C
 : 3	0	·	-2	-0.1	-2	-10	7
2) COc1ccc(S(=O)(=O)N2CCNC(=O)CC2)cc1
 : 2	6	-2	-1	·	-5	11	-2
3) OCCC1CN(Cc2cnc(-c3ccc(Cl)cc3)nc2)CCN1C1CCCC1 (centres undefined)
 : 9	9	12	-3	·	-2	-4	-5
4) COc1ccc2cc(C3C(C#N)=C(N)OC(C)=C3C(C)=O)c(Cl)nc2c1 (centres undefined)
 : -1	·	-4	1	·	·	·	-19
5) Cc1nc(S/C(=C/c2ccc(-c3cc(Cl)ccc3C)o2)C(=O)O)n[nH]1
 : 11	·	4	1	9.0	·	·	-192
6) Cc1cc(NC(=O)CCC(=O)N(c2cccc(F)c2)C(C(=O)NC2CCCC2)c2ccccc2)no1 (centres undefined)
 : -5	-1	-4	-4	-2.7	-1	3	-6
7) CCOC(=O)C1=C(c2ccccc2)N=c2sc(=Cc3cc(OC)c(OC)c(OC)c3)c(=O)n2C1c1cccs1 (centres undefined)
 : 0	0	·	0	2.9	-4	-13	-59
8) CC(C)CCn1nnnc1C(C(C)C)N1CCC(C(N)=O)CC1 (centres undefined)
 : ·	6	-10	·	·	-6	-21	·
9) Cc1cccc(NC(=O)Nc2ccc3c(c2)OCO3)n1
 : -4	·	-2	5	0.2	·	·	4
10) CC(=O)N(C)C[C@@H]1Oc2cc(C#Cc3ccncc3)ccc2S(=O)(=O)N([C@H](C)CO)C[C@H]1C
 : 0	1	-6	1	0.6	2	9	-26
11) O=C(C[C@H]1CC[C@H]2[C@@H](COC[C@@H](O)CN2Cc2cccc(C(F)(F)F)c2)O1)NCc1ccccc1
 : 0	-3	-2	-2	0.1	-3	10	-3
12) COc1ccc2c(c1)-c1nc(N)sc1CC2
 : -6	·	10	1	4.4	·	·	-6
13) CC(C)NC(=O)N1CCCCN2[C@H](CO)[C@H](c3ccc(C4=CCCC4)cc3)[C@@H]2C1
 : ·	1	2	·	-0.3	3	16	·
14) COc1ccc(NC(=O)Nc2ccc3c(c2)C(=O)N([C@@H](C)CO)C[C@H](C)[C@@H](CN(C)S(=O)(=O)c2ccc(C)cc2)O3)cc1
 : 15	-2	0	1	4.6	-2	3	3
15) Cc1cccc(NC(=S)N2CCC(C(=O)c3ccc(F)cc3)CC2)c1C
 : 1	·	-1	0	·	·	·	-6
16) Fc1ccc(CSc2nnc3ccc(-c4ccncc4)nn23)cc1
 : -4	-6	6	1	·	-2	14	0
17) O=C1CC(N2CCOCC2)C(=O)N1CCN1C(=O)CC(N2CCOCC2)C1=O (centres undefined)
 : ·	1	-17	·	-0.1	-4	-3	·
18) CCOc1ncccc1C(=O)N(C)CC(=O)Nc1ccc(C)cc1
 : 4	·	-6	-1	0.1	1	·	-10
19) C[C@@H]1CN([C@H](C)CO)S(=O)(=O)c2ccc(C3=CCCC3)cc2O[C@@H]1CN(C)C(=O)c1ccccc1
 : 1	5	-4	-1	-0.9	-6	-4	11
20) O=C(Nc1cccc(Cl)c1)N[C@@H]1CC[C@H](CCNC(=O)C2CCCC2)O[C@H]1CO
 : 3	1	-8	-2	-0.1	3	1	-2
21) O=C1c2cccnc2-c2ncccc21
 : ·	-2	29	·	·	-14	4	·
22) Cc1noc(C)c1NC(=O)N(C)C[C@@H]1OCCCC[C@@H](C)Oc2ccc(NS(=O)(=O)c3c(C)noc3C)cc2C(=O)N([C@H](C)CO)C[C@@H]1C
 : -6	3	-2	0	0.0	-3	3	-24
23) CN1CCN(C(=O)C[C@H]2C[C@@H]3c4cc(NC(=O)Nc5ccccc5)ccc4O[C@@H]3[C@@H](CO)O2)CC1
 : ·	-14	-2	·	-0.2	-2	12	·
24) COCC1=C2[C@@H](c3ccccc3)OB(O)C[C@@H]2[C@@H]2C(=O)N(Cc3ccccc3)C(=O)[C@@H]2C1
 : -8	5	14	2	·	·	9	-18
25) CO[C@@H]1CN(C)C(=O)c2ccc(NC(=O)c3ccc(F)cc3)cc2OC[C@H](C)N(C(=O)c2ccc(F)cc2)C[C@@H]1C
 : 1	-2	-5	1	0.0	14	-7	-13
26) Cc1ccc(S(=O)(=O)N(C)C[C@@H]2OCc3cn(nn3)CCCC(=O)N([C@H](C)CO)C[C@H]2C)cc1
 : 2&-1&-2	1&0&2	-1&-4	0&0&4	0.1&1.0	-4&2&-1	0&17&7	4&3&-16
27) Cc1noc(C)c1NC(=O)Nc1ccc2c(c1)C(=O)N([C@@H](C)CO)C[C@@H](C)[C@H](CN(C)Cc1ccc3c(c1)OCO3)OCCCC[C@@H](C)O2
 : ·	-1	-6	·	0.0	6	3	·
28) O=C(NCCOC(=O)c1ccc(Cl)cc1)c1cccnc1
 : ·	-1	-4	·	·	-1	-16	·
29) COc1ccccc1CNC(=O)C[C@H]1C[C@H]2c3cc(NC(=O)Cc4ccncc4)ccc3O[C@H]2[C@@H](CO)O1
 : -5	-1	5	-2	0.1	-1	-29	2
30) COc1ccccc1NC(=O)C(C)N1C(=O)C2CCCCC2C1=O (centres undefined)
 : 4	0	·	0	0.1	0	5	-2
31) Cc1ccc(S(=O)(=O)NCCNC(=O)C2CCCNC2=O)cc1 (centres undefined)
 : ·	2	-25	·	·	-6	-5	·
32) COc1ccc2c(c1)CCc1cc(C(=O)N3CCN(c4ccc(N5CCOCC5)nn4)CC3)sc1-2
 : ·	-2	0	·	·	2	2	·
33) COc1ccccc1-c1ccc([C@@H]2[C@@H](C#N)N(C(=O)C3CC3)[C@@H]2CO)cc1
 : -1	0	-12	3	0.1	-6	-2	1
34) Cc1ccc(-c2nc(-c3ccc(Cl)cc3)sc2CC(=O)O)c(C)c1
 : 3	·	-6	3	·	·	·	-30
35) O=C(C[C@@H]1C=C[C@H](NC(=O)c2cnccn2)[C@@H](CO)O1)NCc1ccccc1F
 : 7	-1	1	1	0.0	2	-5	1
36) COCC(=O)N(C)C[C@H]1Oc2ncc(C#Cc3ccccc3OC)cc2C(=O)N([C@H](C)CO)C[C@H]1C
 : 9	4	-8	-1	0.0	-3	0	12
37) CC(C)NC(=O)Nc1ccc2c(c1)CC(=O)N([C@@H](C)CO)C[C@H](C)[C@@H](CN(C)S(=O)(=O)c1ccc(Cl)cc1)O2
 : 2	-2	-2	7	·	3	4	-4
38) C[C@@H]1CN([C@@H](C)CO)C(=O)Cc2cc(NC(=O)Nc3ccc4c(c3)OCO4)ccc2O[C@H]1CN(C)S(=O)(=O)c1ccccc1
 : 7	·	·	0	0.0	-1	·	2
39) CC(=O)Nc1c(O)nc(SCC(=O)Nc2sc3c(c2C#N)CCCCCC3)[nH]c1=O
 : ·	-1	-6	·	·	-3	-9	·
40) COc1ccc(C(=O)NCC(C)NC(=O)c2ccc(OC)c(OC)c2)cc1OC (centres undefined)
 : 9	·	-8	-3	·	·	·	-3
41) COc1ccc(CCNC(=O)C/C(C)=N/NC(=O)C2CCCCC2)cc1OC
 : -1	·	·	-1	0.8	·	·	-12
42) Cc1ccc(S(=O)(=O)N2CCC(C(=O)N3CCC[C@H]3C(=O)NCc3ccccc3)CC2)cc1
 : ·	-5	-2	·	·	5	-14	·
43) CN(C)CC(=O)N[C@@H]1CC[C@H](CCNC(=O)C2CCCC2)O[C@@H]1CO
 : -3	2	2	-33	-0.5	-6	-8	1
44) COc1ccccc1-c1cnc2c(c1)C(=O)N([C@H](C)CO)C[C@@H](C)[C@@H](CN(C)Cc1ccc(F)cc1)O2
 : 2	-4	0	·	0.0	0	9	9
45) O=C(NCN1C(=O)C2C3C=CC(C3)C2C1=O)OC1CCCCC1 (centres undefined)
 : ·	2	-6	·	·	-4	3	·
46) O=C(Nc1ccccc1)c1ncoc1-c1ccc(Cl)cc1
 : 4	·	-9	-2	·	·	·	-14
47) COc1ccccc1C1CC(=O)Oc2cc(C)cc(C)c21 (centres undefined)
 : -3	-1	6	0	-5.0	-4	10	-7
48) O=[N+]([O-])c1cccc2ncccc12
 : 5	-1	-7	-1	2.0	-3	·	-5
49) O=C(/C=C/c1ccc(F)cc1)N1CCN(Cc2ccccc2)CC1
 : 4	4	·	1	·	24	-11	-2
50) Cc1ccc(S(=O)(=O)NCCCCCC(=O)NCCc2ccccc2)cc1
 : 4	0	-16	-7	·	0	3	-20
51) O=C(CCCc1ccccc1)NCCCc1ccccc1
 : -1	6	-2	0	0.1	-10	2	-4
52) C[C@H](NC(=O)C[C@@H]1CC[C@@H](NC(=O)CN2CCOCC2)[C@H](CO)O1)c1ccccc1
 : 1	0	-14	3	-0.6	-2	3	6
53) Cc1cc(C(=O)Nc2cccc3c2O[C@@H](CN(C)C(=O)NC(C)C)[C@H](C)CN([C@H](C)CO)C3=O)n(C)n1
 : 2	0	41	-1	-0.2	1	2	9
54) Cc1ccccc1/C(N)=N/OC(=O)c1ccc(F)cc1
 : -2	-1	1	-1	·	48*	0	-5
55) C/C(=N\NC(=S)NCc1ccccc1)c1ccccc1F
 : -2	·	3	-1	·	·	·	-1
56) O=C(C1CC1)N1[C@H](CO)[C@H](c2ccccc2)C12CN(CCC(F)(F)F)C2
 : -1	·	·	-4	0.0	·	·	-5
57) CCC(=O)c1ccc(OCC(=O)Nc2cccc(S(=O)(=O)N(C)c3ccccc3)c2)cc1
 : 1	5	0	0	·	-3	1	-25
58) O=C1c2ccccc2[C@@H]2C[C@@H](O)[C@H](Nc3cccc(Cl)n3)CCN12
 : 0	3	11	-1	-1.9	1	-2	6
59) O=C(CN1CCN(Cc2ccc(F)cc2)CC1)NCCc1ccccc1
 : 3	9	-1	-4	·	1	-4	-7
60) O=C(COc1ncnc2ccccc12)c1ccc(Cl)cc1
 : 2	·	-3	3	·	?	·	-6

(list continues)
Under each structure – ERp5 inh	PglD DTNB	ARNT TACC3 PPI	CASP6 VEID inh	E-selectin induc	esBAF inh	RAD54 branch	RAD52 inh
61) CCCCn1c(N)c(N(CCOC)C(=O)c2ccc(N3CCCC3)c([N+](=O)[O-])c2)c(=O)[nH]c1=O
 : 2	·	-1	3	-1.0	·	·	-17
62) Cc1ccc(C)c(NC(=O)CNC(=O)N2CC(=O)Nc3ccccc32)c1
 : -3	-1	-5	1	0.3	-12	-7	-3
63) O=C(NCC[C@@H]1CC[C@@H](NS(=O)(=O)Cc2ccccc2)[C@@H](CO)O1)C1CCOCC1
 : 1	-2	4	0	0.4	-4	6	-12
64) COC(=O)c1ccccc1CC1Cc2cc3c(cc2C1=O)CCC3 (centres undefined)
 : 6	·	-5	-1	0.1	16	·	-5
65) CSc1ncccc1C(=O)Nc1nc2c(C)cccc2s1
 : -43	·	-3	1	·	·	·	-1
66) O=C(NCCNC(=O)c1ccccn1)c1ccc(F)cc1
 : -1	-1	-3	1	0.2	-7	5	7
67) COC(=O)[C@@]1(Cc2ccccc2)[C@H]2C(=O)N(C)C(=O)[C@H]2[C@H]2CN=C(SCC3CC3)N21
 : -4	1	-6	-1	·	-2	7	-13
68) Cc1ccc(S(=O)(=O)N2CCC[C@H]2C(=O)Nc2ccccc2Cl)cc1
 : -5	-7	-3	-4	0.1	-1	6	-14
69) CCCOc1ccc(-c2csc3nc[nH]c(=O)c23)cc1
 : 4	-5	·	2	·	?	-6	-2
70) O=C(NCC(=O)N(Cc1cccs1)C(C(=O)NC1CCCCC1)c1ccco1)c1ccco1 (centres undefined)
 : ·	3	-1	·	·	-10	-3	·
71) C=CCc1c(C)[nH]c2ccc(C)cc2c1=O
 : ·	-2	11	·	·	34	-12	·
72) COc1ccccc1CCN=C(N)NS(=O)(=O)c1ccccc1F
 : -8	5	4	-1	·	-3	-7	-10
73) CCOC(=O)C1CCCN(C(=O)CSc2nccn2C)C1 (centres undefined)
 : ·	-3	0	·	·	-5	-11	·
